Screens from PubChem.
BRCA1 expr up: qHTS Assay to Identify Small Molecule Activators of BRCA1 Expression; MCF7-BRCA1-FFLuc reporter, luminescence, 48 h; response scale: scaled: vehicle 0%, 10 µM genistein 100%; actives 1.1% (n = 380,000); AID 624202, 2012; Potency, µM (doses to about 46.1 µM), without a hit: at the top dose activation, usual class: activators; further: nearly all actives have a fitted effect of over 80% in size; some results filed as inactive show a strong effect at the top dose
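First, MCF7-BRCA1-FFLuc cells (2000/well) attach for 2 h; next, compounds are pin-added and incubated 48 h at 37 °C; finally, luciferase reagent is added and luminescence read after 15 min.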
Rab9 prom act: qHTS Assay for Rab9 Promoter Activators; actives 2.8% (n = 320,000); Huh7 Rab9 promoter-luciferase reporter, luminescence, 24 h; AID 485297, 2010; Potency, µM (doses to about 9.22 µM), without a hit: at the top dose activation, negative = inhibition, actives largely listed as activators; further: % of control where 0% means no effect; nearly all actives have a fitted effect of over 60% in size
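Luminescence read-out: Huh7 cells stably expressing Rab9-luciferase, treated 24 h with compound at 37 °C, then lysed with luciferase reagent for 10 min at ambient before reading.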
RORg inh: qHTS for inhibitors of ROR gamma transcriptional activity; AID 2551, 2010; actives 5.4% (n = 310,000); Potency, µM (top dose mostly 53.6 µM), inactives show at the highest dose activity change, negative = inhibition, most hits filed as inhibitors; Drosophila S2 Gal4-RORgamma UAS-luciferase reporter, 20 h; further: on the % scale 0 is the no-effect control and ±100 the full control effect; nearly all actives have a fitted effect of over 60% in size
Target sequence (P51450 whole entry, looked up, the tested form may be a part): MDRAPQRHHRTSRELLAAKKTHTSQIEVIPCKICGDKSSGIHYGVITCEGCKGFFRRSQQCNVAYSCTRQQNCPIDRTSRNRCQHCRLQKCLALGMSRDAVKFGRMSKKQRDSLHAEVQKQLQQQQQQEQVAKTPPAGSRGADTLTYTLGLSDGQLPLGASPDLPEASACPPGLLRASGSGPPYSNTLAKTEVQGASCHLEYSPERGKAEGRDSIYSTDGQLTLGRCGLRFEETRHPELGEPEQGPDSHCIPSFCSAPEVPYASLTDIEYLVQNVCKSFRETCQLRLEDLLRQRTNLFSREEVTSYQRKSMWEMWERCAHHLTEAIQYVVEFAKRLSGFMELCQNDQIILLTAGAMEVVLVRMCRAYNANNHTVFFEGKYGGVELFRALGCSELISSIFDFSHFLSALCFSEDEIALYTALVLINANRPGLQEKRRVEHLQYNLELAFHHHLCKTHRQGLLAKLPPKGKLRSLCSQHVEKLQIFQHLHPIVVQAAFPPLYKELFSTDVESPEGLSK
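Schneider cells (Drosophila), stable Gal4 DBD–ROR gamma + UAS-luc; 1 hr cmpd preincubation; Cu2+ induction 700 uM final; 20 hr ambient; luminescence.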
MBNL1-CUG inh: qHTS Assay for Inhibitors of MBNL1-poly(CUG) RNA binding | TR-FRET MBNL1-His/biotin-(CUG)12 binding, 665/545 ratio | actives 0.036% (n = 280,000) | AID 2675, 2010 | Muscleblind-like protein 1 (Homo sapiens), Q9NR56 | Potency, µM (doses to about 57.5 µM), for inactives: top-dose activity change, negative = inhibition, actives largely listed as inhibitors; active means well fitted inhibition curve with a large enough effect in the signal ratio, with a control signal flat, not every such curve was filed as active; inconclusive means small, poorly fitted or top-dose-only effect, or effect the other way, or a change in a side signal; inactive means no such curve, though single readings can be large or run the other way; the % refers to the signal ratio; further: on the % scale 0 is the no-effect control and ±100 the full control effect
Target sequence (Q9NR56 whole entry, looked up): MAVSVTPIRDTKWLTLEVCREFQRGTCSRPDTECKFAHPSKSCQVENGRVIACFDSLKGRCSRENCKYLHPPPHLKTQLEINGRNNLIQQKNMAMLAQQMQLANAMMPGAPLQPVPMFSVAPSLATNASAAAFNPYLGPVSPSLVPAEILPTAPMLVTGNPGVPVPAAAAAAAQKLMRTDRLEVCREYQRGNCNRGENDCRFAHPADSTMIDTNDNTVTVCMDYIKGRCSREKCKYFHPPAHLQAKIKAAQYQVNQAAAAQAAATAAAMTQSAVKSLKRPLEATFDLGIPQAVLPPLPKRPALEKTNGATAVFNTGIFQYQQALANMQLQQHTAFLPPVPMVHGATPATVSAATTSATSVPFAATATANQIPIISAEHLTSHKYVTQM
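Inhibition of protein-RNA binding appears as loss of TR-FRET between terbium anti-His antibody on MBNL1-His and streptavidin-XL665 on biotin-(CUG)12. Activity is normalized to buffer-only and uninhibited-complex controls.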
ELG1 genotoxic: qHTS screen for small molecules that induce genotoxicity in human embryonic kidney (HEK293T) cells expressing luciferase-tagged ELG1 | actives 1.3% (n = 330,000) | AID 504466, 2011 | Potency, µM (titrated, usually from 46 µM), without a hit: top-dose activity change, positive = activation, usual class: activators | HEK293T ELG1-luciferase reporter, luminescence, 16 h; further: % of control where 0% means no effect; nearly all actives have a fitted effect of over 60% in size
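Genotoxicity was scored as increased ELG1-luciferase reporter signal, measured by ONE-Glo luminescence (30 min, room temperature). Compound or vehicle exposure of the HEK293T reporter cells lasted 16 hr at 37°C.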
uPA generation: qHTS for Inhibitors of Cell Surface uPA Generation; actives 0.31% (n = 330,000); AID 540303, 2011; Potency, µM (highest dose often 38.3 µM), inactives show top-dose activity change, negative = inhibition, most hits filed as inhibitors; cell surface uPA generation assay, qHTS; active means well fitted inhibition curve with a large enough effect; inconclusive means small, poorly fitted or top-dose-only effect; inactive means no such curve, though single readings can be large or run the other way; tested in mouse RAW 264.7 cells; further: on the % scale 0 is the no-effect control and ±100 the full control effect; nearly all actives have a fitted effect of over 55% in size
VP16 counter: VP16 counterscreen qHTS for inhibitors of ROR gamma transcriptional activity. Drosophila S2 Gal4-VP16 UAS-luciferase, luminescence, 20 h. Potency, µM (highest dose often 53.6 µM), for the others: at the highest dose activity, negative = inhibition, usual class: inhibitors. actives 3.5% (n = 310,000);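 further: Gal4-VP16 expression switched on by copper sulfate through the metallothionein promoter; on the % scale 0 is the no-effect control and ±100 the full control effect; nearly all actives have a fitted effect of over 50% in size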
FLuc modulator: qHTS profiling assay for firefly luciferase inhibitor/activator using purifed enzyme and Km concentrations of substrates (counterscreen for miR-21 project); actives 6.9% (n = 360,000); Potency, µM (top dose mostly 57.5 µM), without a hit: top-dose activity change, negative = inhibition, hits mostly inhibitors; AID 588342, 2011; Luciferin 4-monooxygenase (Photinus pyralis), P08659; purified FLuc, Km substrates, luminescence inhibition;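 further: plate controls were vehicle for no effect and reference inhibitor for full effect; nearly all actives have a fitted effect of over 55% in size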
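Biochemical qHTS of compounds, final roughly 60 µM downward over six points, against 10 nM purified firefly luciferase using Km concentrations of substrates (10 uM D-luciferin, 10 uM ATP) in Tris acetate pH 7.5 buffer; luminescence output.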
NPC1 promoter act: qHTS Assay for NPC1 Promoter Activators; actives 2.4% (n = 320,000); Huh7 NPC1 promoter luciferase reporter, 24 h; Potency, µM (top dose mostly 9.22 µM), for the others: top-dose activation, hits mostly activators; AID 485313, 2010;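 further: % of control where 0% means no effect; nearly all actives have a fitted effect of over 60% in size; reporter is driven by a mutant NPC1 promoter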
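Huh7 reporter cells (NPC1 promoter driving luciferase) are dosed with compound for 24 h at 37 °C, 5% CO2; luciferase detection reagent is then added and luminescence measured after 10 min at ambient temperature.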
p53 reactivator: qHTS assay for re-activators of p53 using a Luc reporter | H1299 p53-A138V BP100-luciferase reporter, luminescence, 24 h | Potency, µM (doses to about 92.2 µM), inactives show at the highest dose activity change, positive = activation, most hits filed as activators | actives 0.063% (n = 320,000) | AID 504706, 2011; further: % of control where 0% means no effect; nearly all actives have a fitted effect of over 45% in size
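p53-null H1299 cells stably carrying temperature-sensitive p53-A138V and a BP100-luciferase reporter were pinned with compounds (4-point, 1:5 series) and held 24 hrs at 37 deg C. Luminescence was read 10 min after detection reagent.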
Numbers without * were called inactive; ? = inconclusive; · = not tested or not shown; [ ] = remark or other dose. Unless noted, the call rests on the fitted dose curve; in most records, active means well fitted curve in the direction sought with a large enough effect; inconclusive means small, poorly fitted or top-dose-only effect, or another doubt; inactive means no such curve, though single readings can be large; an effect the other way counts as inactive or inconclusive. Potency means the concentration at half of the fitted maximal effect.

Fields – BRCA1 expr up | Rab9 prom act | RORg inh | MBNL1-CUG inh | ELG1 genotoxic | uPA generation | VP16 counter | FLuc modulator | NPC1 promoter act | p53 reactivator
S=C(NCc1ccco1)Nc1ccc(Cl)cn1
 : -12% | 0% | 2.5µM* | 27% | -1% | -3% | 2.8µM* | -10% | -3% | 1%
Cc1ccc2cc(C)c(N3CCN(c4ccc(F)cc4)CC3)nc2c1
 : -40% | 0%[1.84 µM] | 26% | -13% | -7% | 9% | 1% | 3% | 0% | 7%
CCCn1c(NC(=O)c2ccco2)nc2ccccc21
 : -73% | -3% | -3% | 1% | -9% | -8% | -10% | -6%[2.3 µM] | -4% | -8%
CCOP(=O)(OCC)c1ccccc1OCP(C)(=O)COc1ccccc1P(=O)(OCC)OCC
 : -3% | -8% | 0% | -5% | -2% | -1% | 3% | 4% | 1% | 8%
Cc1cccc2c(C(=O)N3CCN(c4ccccc4)CC3)cc(-c3ccncc3)nc12
 : -43% | -16% | 10% | 4% | ? | -16% | -7% | 0% | -33%[inhibitor] | 0%
C[C@H]1C(c2ccc(F)cc2)=NN(c2ccccc2)[C@@H]1CO
 : 0% | · | -24% | · | 6% | -1% | ? | · | · | 2%
CCN(CC(=O)NCc1cccs1)C(=O)c1ccc(S(=O)(=O)Nc2ccccc2F)cc1
 : 5% | 1% | · | · | -1% | 9% | · | 0% | -3% | 0%
O=C(NC1CCCC1)C(c1ccccc1)N(Cc1ccco1)C(=O)Cc1cccs1 (stereo unspecified)
 : -16% | -5% | 2% | -12% | -9% | 0% | -8% | 5% | -2% | -2%
COc1cc(CNCCSc2nnnn2C)cc(Br)c1OCc1ccc(F)cc1
 : -24% | 1% | 1% | 0% | -9% | -8% | ? | 5% | -3% | 3%
CCOC(=O)c1cc(C(=O)OCC)c2cccc(C)n2c1=O
 : -38% | 22% | 16% | ? | -3% | 9% | -1% | 1% | 19% | -3%
O=C(COC(=O)CN1C(=O)NC2(CCCC2)C1=O)Nc1c(Cl)cccc1C(F)(F)F
 : 3% | -1% | · | · | 2% | -7% | · | -1% | -8% | 6%
CN(C)NC(=O)c1cccc(Cl)c1
 : 1% | -3% | 16% | -4% | 1% | -3% | 1% | -1% | -1% | 1%
COc1ccccc1C(c1nnnn1CC1CCCO1)N1CCN(c2ccccc2)CC1 (stereo unspecified)
 : -13% | 0% | -10% | 9% | -1% | 0% | 9% | 0% | -3% | -1%
Cc1ccc(/C=C/C(=O)NC2=NCCS2)cc1
 : 19% | 0.5µM* | 11µM* | 7% | 2.9µM* | 10µM* | ? | 1.3µM* | ? | ?
CCCCn1c(N)c(N(CC(C)C)C(=O)CCCSc2nncs2)c(=O)[nH]c1=O
 : 0% | 9% | 11% | -5% | 0% | 2% | 1% | -1% | -10% | 4%
CCC1CCCCN1C(=O)CSc1nc2c([nH]c3ccccc32)c(=O)n1C (stereo unspecified)
 : -41% | -2% | ? | 9% | -9% | -4% | -9% | 2% | 0% | -5%
COc1cc(C2C(C(=O)c3sc(C)nc3C)=C(O)C(=O)N2CCN(C)C)cc(OC)c1OC (stereo unspecified)
 : 5% | 0% | 16% | -4% | -6% | 3% | 2% | -2% | 2% | -2%
Cc1ccc([N+](=O)[O-])cc1N/C=C1\CCc2ccccc2C1=O
 : -55% | ? | 6% | -1% | 12% | -5% | ? | ? | 4.5µM* | 12%
CCOc1cc(NC(=O)c2ccccn2)c(OCC)cc1NC(=O)CC(C)C
 : -4% | -7% | 7% | 2% | -11% | 4% | 4% | 3% | -7% | -4%
COc1ccc(CN2CCNC(=O)C2CC(=O)NCCCC2CCCC2)c(F)c1 (stereo unspecified)
 : -6% | 4% | 21% | -2% | 8% | 6% | -3% | 4% | 2% | 4%

Reprinted from the entries so far (2 entries):
Fields – BRCA1 expr up | Rab9 prom act | RORg inh | MBNL1-CUG inh | ELG1 genotoxic | uPA generation | VP16 counter | FLuc modulator | NPC1 promoter act | p53 reactivator
CCOP(=O)(OCC)c1ccccc1OCP(C)(=O)COc1ccccc1P(=O)(OCC)OCC
 : -3% | -8% | 0% | -5% | -2% | -1% | 3% | 4% | 1% | 8%
Cc1cccc2c(C(=O)N3CCN(c4ccccc4)CC3)cc(-c3ccncc3)nc12
 : -43% | -16% | 10% | 4% | ? | -16% | -7% | 0% | -33%[inhibitor] | 0%

The listing continues.
Fields – BRCA1 expr up | Rab9 prom act | RORg inh | MBNL1-CUG inh | ELG1 genotoxic | uPA generation | VP16 counter | FLuc modulator | NPC1 promoter act | p53 reactivator
O=C(/C(=N\O)n1cncn1)c1ccc(Cl)cc1Cl
 : -13% | 3% | -1% | -9% | 10% | -4% | -1% | ? | -6% | 1%
CC1CCN(C(=O)CNC(=O)c2ccc(Cl)cc2Cl)CC1
 : ? | ? | ? | 2% | 15% | -7% | 19% | ? | 27% | 19%
Cc1ccc(CNC(=O)Cn2cnc3c(NCc4ccccc4)ncnc32)o1
 : -41% | · | · | · | 1% | 11µM* | · | · | · | -1%
Cc1cccc(C(=O)NC2CCN(S(=O)(=O)c3ccccc3F)CC2)c1
 : -2% | 0% | 34% | -2% | -6% | 8% | -13% | -7% | -2% | 2%
COc1cc(C(=O)Nc2nnc(CC(C)C)s2)c([N+](=O)[O-])cc1OC
 : -3% | -2% | 3% | ? | -7% | -5% | 6% | -6% | 0% | -8%
COc1ccc(Oc2nnc(-c3ccc(C)cc3)c3ccccc23)cc1
 : -35% | -5% | 2% | -13% | 1% | -3% | -4% | -9% | 4% | -7%
COc1ccc(-c2cc(C(=O)Nc3cc(Cl)ccc3O)no2)cc1
 : ? | ? | 3% | 2% | 16µM* | -1% | -1% | ? | 3.5µM* | ?
CCc1ccccc1NC(=O)c1cccc(N2C(=O)C3C4CCC(C4)C3C2=O)c1 (stereo unspecified)
 : 0% | 13% | 19% | -6% | -3% | 3% | -9% | -6% | -1% | -4%
CCSc1nnc2n1C(C)(C)Cc1ccccc1-2
 : 31% | -1% | 0% | -1% | 0% | -24% | 9% | ? | 4% | 7%
Cc1ccc(NC(=O)CSc2nnc(-c3cccnc3)n2CCN2CCCCC2)cc1
 : 8% | 1% | 6% | -22% | 0% | -2% | 7% | 0% | -3% | 2%
CSc1nc2nc3c(c(=O)n2[nH]1)CN(Cc1ccccc1)CC3
 : 31% | 17% | 40% | -5% | -1% | -5% | -4% | -3% | -1% | 13%
COc1ccccc1NS(=O)(=O)c1cc(NC(=O)c2cccs2)ccc1N1CCCCC1
 : -52% | -2% | -4% | 2% | 6% | 3% | 0% | 0% | -3% | 0%
Cc1c(CC(=O)NCCCCCC(=O)O)c(=O)oc2cc3occ(-c4ccccc4)c3cc12
 : 26% | 14% | 18% | 4% | 4% | -3% | -1% | 19µM* | 0% | 6%
Cc1cc(Oc2ccc(N)cn2)ccc1Cl
 : 14% | 9% | 37% | 0% | 8% | -17% | 1% | -16% | -4% | -2%
Cc1ccc2c(c1)C1(C(=O)N2C)N2CC3(C)CN1CC(C)(C2)C3=O (stereo unspecified)
 : -11% | 10% | -18% | 2% | 0% | -6% | 5% | 3% | -5% | 3%
COc1ccc(NC(=O)CCC(=O)c2cccs2)cc1Cl
 : 9% | -2% | 28% | -5% | 5% | -9% | 18% | -7% | -1% | 5%
COc1cccc(C2CC(c3ccccc3Cl)n3ncnc3N2)c1 (stereo unspecified)
 : -28% | -7% | 0% | -3% | 0% | 4% | 4% | -2% | 12% | -13%
Cc1ccc(S(=O)(=O)CCC(=O)OCC(=O)N2CCN(S(=O)(=O)c3ccccc3)CC2)cc1
 : -23% | -4% | · | · | -6% | 3% | · | -1% | 0% | 3%
COc1ccccc1N1CCN(/N=C/C(Cl)=C/c2ccccc2)CC1
 : 4µM* | 3.2µM* | -10% | 2% | 10% | 7% | 5% | 5.4µM* | 2.5µM* | 18%
O=C(Nc1nc(-c2ccccc2)cs1)c1ccc(S(=O)(=O)N2CCc3ccccc32)cc1
 : -29% | -18% | -16% | 18% | 16% | 14% | 3% | 4% | -16% | -4%
COc1ccc(S(=O)(=O)N(CC(=O)NCc2cccnc2)c2ccc(C)cc2)cc1OC
 : 10% | 3% | -2% | -4% | -29% | 0% | -5% | 1% | 2% | -1%
CSc1nc2nc(-c3ccc(F)cc3)c(CCN3CCN(C)CC3)cn2n1
 : 0% | 11% | -5% | 9% | -1% | 2% | -16% | 0% | -7% | -1%
Nc1ncnc(Nc2cc(Cl)cc(Cl)c2)c1[N+](=O)[O-]
 : -12% | 0% | -8% | · | 0% | 4% | -6% | -2% | -2% | 21%
O=C1CSC(c2ccccc2Br)N1c1ccc(Cl)cn1 (stereo unspecified)
 : -20% | 1% | 2% | -2% | 2% | 3% | -17% | 0% | -4% | 2%
CCc1cc(Cn2nc(-c3ccccc3)cc2C(=O)NCc2cccc(C(F)(F)F)c2)on1
 : -10% | 0% | · | · | -8% | -1% | · | -2% | 1% | -1%
CCc1nc(SCC(=O)Nc2ccc(F)cc2)c2c(=O)n(C)c(=O)n(C)c2n1
 : -11% | 0% | -25% | -6% | -6% | 8% | -12% | 2% | -3% | 16%
